Screening results deposited in PubChem by The Scripps Research Institute Molecular Screening Center.
TTR transcr act – TTR transcription activation, primary screen. 92,000 compounds, 1.3% hits. activation, % at 16.7 µM. SH-SY5Y TTR promoter Gaussia luciferase, luminescence; 100% = recombinant luciferase protein wells. AID 1117267;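 active means activation above the mean of all tested compounds plus 3 SD, cut at about 9.5% in these data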;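 further: cells exposed to compounds for one day before reading; 0% = median of all test compound wells on the plate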
* = called active by the depositor. An excerpt; count on the stated rates, not on these rows.

SMILES	TTR transcr act
CN(C(=O)c1cc(S(=O)(=O)N2CCCCC2)c[nH]1)C1CCCCC1	-0.3
CCC(CC)c1nnc(NC(=O)C2CCCO2)s1 (stereo unspecified)	3.0
C[C@@H]1ON(C)[C@H]2C[C@H]3c4cc(N5CCOCC5)ccc4CCN3C(=O)[C@@H]12	2.1
COc1ccc(-n2cnc3sc4c(c3c2=O)CCCC4)cc1	0.9
CCCCOc1ccc(NC(=O)c2cc(F)c(F)cc2Cl)cc1	6.1
CCOc1ccccc1CNC(=O)c1cc2occc2n1C	0.3
O=C(NCc1ccc(OC(F)(F)F)cc1)c1cccc2c1C(=O)c1ccc(N3CCCC3)cc1S2(=O)=O	0.8
O=C(CC1CCCCC1)NCc1ccccc1Cl	-0.3
CN(C)CCN1CC(O)=C(c2nc3ccccc3s2)C1=N	-0.1
CCOc1ccc(-n2cnc3sc4c(c3c2=O)CCCC4)cc1	-1.4
Cc1cc(C)cc(NC(=S)N2CCN(c3ccccn3)CC2)c1	-2.1
CCCOc1ccc(/C(CC)=N/NC(=O)C2(C)CC2(Br)Br)cc1 (stereo unspecified)	1.5
O=C(Nc1ccc(CN2CCS(=O)(=O)CC2)cc1)c1ccc(Cl)cc1	0.5
COc1cc(/C=C2/C(=N)N3OC(C)=CC3=NC2=O)ccc1OC(=O)c1ccco1	0.1
c1ccc(-c2ncc(CSc3nncn3-c3ccccc3)s2)cc1	3.7
Cn1c(=O)c(C(=O)NCc2ccc(Cl)cc2)c(O)c2ccccc21	1.4
COC(=O)c1sccc1NC(=O)c1cc(-c2cccc(C)c2)nc2ccccc12	2.1
CCc1cc2cccc(C)c2nc1SCC(=O)NC1CCCC1	-1.5
CCOc1ccc(/C=N/NC(=O)NC23CC4CC(CC(C4)C2)C3)cc1O	-1.8
CC(C)(C)c1nc(N)nc(=O)[nH]1	2.1
CCCCCN=C(C)c1c(O)c2ccccc2oc1=O	-0.5
C[C@H](CO)N1C[C@H](C)[C@@H](CN(C)S(=O)(=O)c2cccs2)Oc2ccc(NC(=O)Nc3ccccc3)cc2C1=O	-1.8
COc1cc(OC)cc(-c2c(-c3cccs3)c3cc(-c4ccc5cc[nH]c5c4)ccc3n2C)c1	-0.5
S=C(NCc1ccccc1)NCc1ccccn1	1.1
O=C(Cc1ccc(F)cc1)N1CCN=C1SCc1ccc([N+](=O)[O-])cc1	4.0
CCOC(=O)Cc1nnc(Nc2ccc(C)cc2)c2ccccc12	-2.2
Nc1nonc1-n1nnc(C(=O)N/N=C/c2cc(Br)ccc2O)c1CSC1=NCCS1	3.8
COc1ccc(N2CCN(C(=O)CCS(=O)(=O)c3ccc4c(c3)NC(=O)C(C)S4)CC2)cc1 (stereo unspecified)	-2.4
COc1ccc2c(c1)OC1(C)CC2C(C(=O)c2ccccc2OC)C(=O)N1 (stereo unspecified)	-0.6
CCOC(=O)Cc1csc(SCC(=O)Nc2cc(Cl)ccc2Oc2ccccc2)n1	9.7*
CC(=O)Nc1ccc(NC(=O)C(C)OC(=O)c2ccc(S(=O)(=O)N3CCCCC3)cc2)cc1 (stereo unspecified)	0.0
COc1cc(OC)cc(C(=O)NC2=NCCS2)c1	-2.9
S=C(Nc1ccc(Cl)cc1)NC1CCCCC1	-0.9
COc1ccc(S(=O)(=O)Nc2cccc(C)c2C)c2cccnc12	-1.3
COc1ccc(-c2coc3c(C(=O)NC4CCCCC4)cccc23)c(C)c1	-2.9
Cc1cc(OC(=O)c2cccc(Br)c2)c([N+](=O)[O-])c(=O)[nH]1	0.6
CCCCCC1CCC(c2n[nH]c(=S)n2C)CC1 (stereo unspecified)	-2.4
O=C(Nc1ccc(Cl)cc1)N(CCCN1CCOCC1)Cc1cccs1	-0.7
CCOC(=O)N1CCN(C(=O)CSc2ccc(-c3ccc(OC)c(OC)c3)nn2)CC1	-1.4
O=C(COC(=O)C1CCC1)Nc1ccccc1Sc1ccccc1	0.8
O=C1CNC(=O)/C(=C/c2cccs2)N1	-1.4
COc1cc(/C=N/NC(=O)c2cccc([N+](=O)[O-])c2)ccc1O	0.1
Cc1ccc(NC(=O)CSc2nc(=O)n(CCN(C)C)c3c2CCCC3)c(C)c1	0.1
O=C(Nc1ccn(CCCNCc2ccccn2)c(=O)n1)OCc1ccccc1	1.0
CN(C(=O)c1ccc(NC(=O)Cc2cccc(NC(=O)C3CCCN(C(=O)C4CCC4)C3)c2)cc1)C1CC1 (stereo unspecified)	-0.5
c1ccc(-c2cc(-c3nnc4n3N=C(c3ccc5ccccc5c3)CS4)[nH]n2)cc1	-4.7
O=C(CSc1nc2ccccc2c(=O)[nH]1)c1cccs1	-1.0
Cc1cccc2cc(C(c3nnnn3Cc3ccc4c(c3)OCO4)N3CCCC3)c(=O)[nH]c12 (stereo unspecified)	11*
O=C(Nc1ccc2c(c1)OCO2)N1CCN(Cc2ccco2)CC1	-0.2
O=C(COC(=O)CNC(=O)c1cccc([N+](=O)[O-])c1)Nc1ccccc1OC(F)F	0.9

Continued:
SMILES	TTR transcr act
CCO[C@H]1OC(C(=O)NC2CC2)=C[C@@H](c2ccccc2)[C@@H]1CCCO	-0.7
CCN(C(=O)CN1CCN(c2ccccc2O)CC1)c1c(N)n(Cc2ccccc2)c(=O)[nH]c1=O	-1.8
O=C(NC(NC(=S)Nc1ccc(Cl)cc1)C(Cl)(Cl)Cl)c1ccco1 (stereo unspecified)	-3.0
COc1cc(/C=C/C(=O)OCC(=O)N2CCC(Cc3ccccc3)CC2)ccc1O	-1.9
Cc1c(C(=O)/C=C/N(C)C)nnn1-c1ccc(F)c(Cl)c1	-1.4
CC(C)C[C@H](NC(=O)CCn1nnc2ccccc2c1=O)C(=O)O	3.8
O=C(Cc1nnc(NC(=O)Nc2ccc(F)cc2)s1)Nc1ccccc1	3.2
Cc1cccc(N2C(=O)C(CC(=O)Nc3cccc(F)c3)N(CCc3ccncc3)C2=O)c1 (stereo unspecified)	0.2
COc1ccc2cc(C(c3nnnn3CCc3ccccc3)N3CCC(O)CC3)c(=O)[nH]c2c1 (stereo unspecified)	2.1
CC1(C(=O)Nc2cccc3c2CCCC3)CCN1C(=O)CCC1CCCC1 (stereo unspecified)	-1.2

Printed as active in TTR transcr act (from the list above):
SMILES	TTR transcr act
CCOC(=O)Cc1csc(SCC(=O)Nc2cc(Cl)ccc2Oc2ccccc2)n1	9.7*
Cc1cccc2cc(C(c3nnnn3Cc3ccc4c(c3)OCO4)N3CCCC3)c(=O)[nH]c12 (stereo unspecified)	11*

Continued:
SMILES	TTR transcr act
Cc1ccc(/C=C/C(=O)Nc2nnc(SCc3ccc(C#N)cc3)s2)o1	2.2
CN(C)C(=O)COc1ncnc2sc(-c3ccccc3)cc12	1.6
N#Cc1cccc(NC(=O)COC(=O)c2ccccc2Sc2ccccc2C#N)c1	-1.2
Cc1ccc(-n2cc[nH]c2=S)cc1C	2.7
COc1cccc(Cn2cc(C(=O)NCCN(C)C)nn2)c1	1.9
CCOC(=O)C1C2C=CC3(CN(Cc4ccccc4)C(=O)C13)O2 (stereo unspecified)	-0.9
CC(C)Oc1cccc(NC(=O)C2(C)CCCN2C(=O)C(C)C)c1 (stereo unspecified)	-0.3
CN1C(=O)CC(C(=O)Nc2ccccc2F)SC1=Nc1ccc2c(c1)OCO2 (stereo unspecified)	1.7
CC1CCc2c(sc3nc(CN4CCN(S(=O)(=O)c5ccccc5[N+](=O)[O-])CC4)[nH]c(=O)c23)C1 (stereo unspecified)	-1.1
CCn1cc(C(=O)N[C@@H](C)C(=O)NCCCn2ccnc2)c(=O)c2cc3c(cc21)OCO3	1.4

Entries listed so far that contain a nitro group on carbon, in the order listed:
SMILES	TTR transcr act
O=C(Cc1ccc(F)cc1)N1CCN=C1SCc1ccc([N+](=O)[O-])cc1	4.0
Cc1cc(OC(=O)c2cccc(Br)c2)c([N+](=O)[O-])c(=O)[nH]1	0.6
COc1cc(/C=N/NC(=O)c2cccc([N+](=O)[O-])c2)ccc1O	0.1
O=C(COC(=O)CNC(=O)c1cccc([N+](=O)[O-])c1)Nc1ccccc1OC(F)F	0.9
CC1CCc2c(sc3nc(CN4CCN(S(=O)(=O)c5ccccc5[N+](=O)[O-])CC4)[nH]c(=O)c23)C1 (stereo unspecified)	-1.1

(list continues)
SMILES	TTR transcr act
COc1ccc(-n2c(C)cc(-c3csc(NC(=O)c4ccc(S(=O)(=O)N(C)C)cc4)n3)c2C)cc1	1.3
Cc1cc(C)cc(NC(=O)N(CCC#N)Cc2cccs2)c1	1.2
O=C(COC(=O)CCSc1ccccc1)NCc1ccc(F)cc1	-0.7
O=C(CS(=O)(=O)Cc1ccccc1)NCc1ccco1	-0.7
CCN(CC)CCOCCOC(=O)C(CC)(CC)c1ccccc1	-0.7
COc1ccc(CCNC(=O)c2ccc(Cl)c(S(=O)(=O)N3CCCCCC3)c2)cc1	-5.2
CCOC(=O)CCCCC(=O)NC(CO)C(=O)NC (stereo unspecified)	9.9*
CC(C)NC(=O)CSc1nc(N)c(NC(=O)c2ccccc2F)c(=O)[nH]1	1.2
COc1ccccc1Nc1nc(N)nc(CN2CCN(Cc3ccccc3)CC2)n1	-1.5
O=C(Nc1ccccc1C(F)(F)F)c1cc(-c2ccc(O)cc2)on1	1.1

Ordered by molar mass (low to high): three of the compounds above.
SMILES	TTR transcr act
CCN(CC)CCOCCOC(=O)C(CC)(CC)c1ccccc1	-0.7
O=C(COC(=O)CCSc1ccccc1)NCc1ccc(F)cc1	-0.7
CC(C)NC(=O)CSc1nc(N)c(NC(=O)c2ccccc2F)c(=O)[nH]1	1.2

More records
SMILES	TTR transcr act
C=CCOc1ccccc1CN1CCCN(C)CC1	-0.1
COc1ccc(N2CC(C(=O)N/N=C/c3cccs3)CC2=O)cc1 (stereo unspecified)	0.9
O=C(Nc1ncc2c(n1)-c1ccccc1OC2)c1ccc(F)cc1	1.0
Cc1cc(CNC(=O)c2cccc([N+](=O)[O-])c2C)c2ccccc2n1	-3.0
Cc1ccc(N(CC(=O)NC(C)C)C(=O)CCC(=O)Nc2nccs2)cc1	1.6
CCOc1ccc(N(C)S(=O)(=O)c2cc(-c3cc(C)no3)ccc2C(C)C)cc1	2.8
Cc1ccc(NC(=O)CSc2nnc(C)c(=O)[nH]2)cc1C	0.5
Cc1nc(-c2ccc(-n3nncc3-c3ccco3)cc2)cs1	1.3
COc1cc(NS(=O)(=O)c2ccc(NC(=O)COc3ccc(C)cc3)cc2)nc(OC)n1	0.3
COc1cc(NC(=O)c2ccc3c(c2)OCO3)ccc1NC(=O)C(C)C	21*
O=C(NC1CC2CCCC(C1)N2Cc1ccco1)NC12CC3CC(CC(C3)C1)C2 (stereo unspecified)	2.0
NC(=S)N/N=C1\c2ccccc2-c2c(C(=O)O)cccc21	-1.4
Cc1ccc(NC(=O)Cc2nc(COC(=O)c3c(F)cccc3Cl)cs2)cc1	-2.2
CCOc1ccc(-c2nc(C#N)c(N3CCOCC3)o2)cc1	-0.4
CCCCC1CCC(c2nc(-c3cccnc3)no2)CC1 (stereo unspecified)	13*
CC(C)(C)C(=O)Nc1cccc2[nH]ncc12	-2.0
O=C(CCSCc1cccc(F)c1)NCCc1ccccc1	-1.7
COc1ccc(Cl)cc1S(=O)(=O)N1CCN(Cc2ccc3c(c2)OCO3)CC1	-1.2
COc1ccc(C(=O)NCC(=O)NCCc2c[nH]c3ccccc23)cc1OC	-1.1
O=c1nc(-c2ccccc2)nc(-c2ccccc2)[nH]1	-4.3

Quoted at random: 2 entries already listed
SMILES	TTR transcr act
NC(=S)N/N=C1\c2ccccc2-c2c(C(=O)O)cccc21	-1.4
CC(C)(C)C(=O)Nc1cccc2[nH]ncc12	-2.0

More entries follow:
SMILES	TTR transcr act
C[C@H](CO)N1C[C@H](C)[C@H](CN(C)Cc2ccc(Oc3ccccc3)cc2)Oc2ccc(NC(=O)Nc3cccc4ccccc34)cc2CC1=O	-5.0
COCCCNC(=O)CN1CCN(Cc2ccc(Cl)cc2)C1=O	1.1
CC(C)Cn1c(N)c(C(=O)COC(=O)Cc2cccs2)c(=O)n(C)c1=O	-1.8
CS(=O)(=O)N1CCCC(C(=O)Nc2ccccc2F)C1 (stereo unspecified)	0.6
COc1ccc(S(=O)(=O)N(C)C[C@H]2Oc3ccc(NS(=O)(=O)c4ccc(F)cc4)cc3C(=O)N([C@H](C)CO)C[C@@H]2C)cc1	2.1
Cc1cc(C(=O)N/N=C/c2c(C)nn(-c3ccccc3)c2C)n[nH]1	-0.3
CCn1c(-c2ccc(Cl)cc2)n[nH]c1=S	6.5
COC(=O)c1ccc(N(CC(=O)NC2CCCC2)C(=O)c2ccc(C)s2)cc1	-1.1
COc1ccc(CN2CCCC(N3CCN(c4ccc(OC)cc4)CC3)C2)cc1 (stereo unspecified)	-0.8
COC(=O)c1ccccc1S(=O)(=O)N(Cc1ccco1)Cc1cc2cc(OC)ccc2[nH]c1=O	1.7
CCN(CC)CCCNC(=O)CCC(=O)NNc1nc2ccccc2c2nc(C)nn12	0.7
O=C(CSc1nc(-c2ccc(F)cc2)nc2c1Cc1ccccc1O2)Nc1ccc(C(=O)O)cc1	1.9
Cc1ccc(C)c(N2CCN(C(=O)CCc3nc(-c4cccc(C(F)(F)F)c4)no3)CC2)c1	0.9
Cc1ccc(C(=O)OCC(=O)N(CC(C)C)c2c(N)n(Cc3ccccc3)c(=O)[nH]c2=O)cc1[N+](=O)[O-]	-1.8
CCc1cccc(CC)c1NC(=O)c1ccc(-c2cc(Cl)ccc2Cl)o1	1.6
CCOc1ccc(NC(=O)CN2CCN(CC(=O)Nc3ccc(C(=O)OC)cc3)CC2)cc1	-1.0
CCCCNC(=O)C1CCN(S(=O)(=O)N2CCOCC2)CC1	0.5
O=C(c1cc2ccccn2n1)N1CCN(c2cccc(C(F)(F)F)c2)CC1	0.2
COc1ccc(/C=C/C(=O)Nc2cc(C)nn2-c2nc3ccccc3n2Cc2cccc([N+](=O)[O-])c2)cc1	-0.3
CS(=O)(=O)c1ccccc1C(=O)Nc1ccc(-c2nc3ccccc3o2)cc1	-2.4
Cc1ccc(CC(=O)OCC(=O)NC2CCCC(C)C2C)cc1C (stereo unspecified)	-1.5
O=C(Nc1ccc2oc(-c3ccncc3)nc2c1)c1ccc2c(c1)OCCO2	-1.1
COc1ccc(C(=O)N2CC3(C)CC2CC(C)(C)C3)cc1OC (stereo unspecified)	-0.8
CN(/N=C/c1ccc(Br)o1)C1=NS(=O)(=O)c2ccccc21	3.1
